Screening data as filed in PubChem.
TSHR antag – human thyrotropin receptor antagonism. TSHR-expressing cells, TSH-stimulated cAMP HTRF, 2 h; stronger effect = lower value. P16473. actives 0.2% (n = 330,000). activity change, negative = inhibition, % at 11.5 µM;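 active = activity change below a set negative limit, meaning inhibition stronger than a set level, cut at about -70% in these data; inconclusive = activity change between two set negative limits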; also: % is scaled to controls: 0 for no effect and ±100 for the full control effect
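Freshly harvested TSHR cells receive pin-tooled compound, then EC80 TSH at 4nM final. After 2 hours at 37 deg C, antibody in lysis buffer and cAMP-d2 are added; 30 minutes at ambient temperature precede the HTRF read.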
a7 integrin act – integrin-mediated muscular dystrophy alleviation activation. Potency, µM (doses to about 38.3 µM), without a hit: top-dose activation, usual class: activators. actives 0.064% (n = 350,000). alpha7betagal myoblasts, beta-gal FDG fluorescence, 48 h;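 also: potency is read from the fitted curve at half-maximal effect; 100% = response of the positive control SU9516; nearly all actives have a fitted effect of over 60% in size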
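Alpha7betagal+/- myoblasts (passage 13) were plated 16-24 hr, then exposed to compounds (1:260 dilution of DMSO stock) for 48 hours at 37C. After MPER lysis, β-galactosidase reporter activity was read as FDG fluorescence (ex 480/em 540) after 30 minutes.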
ELG1 repair inh – ELG1-dependent DNA repair inhibition; Potency, µM (titrated, usually from 46.1 µM), for the others: top-dose activity change, negative = inhibition, actives largely listed as inhibitors; actives 2.3% (n = 330,000); HEK293T ELG1-luciferase reporter, luminescence, 16 h; DNA damage induced by 5-fluorouridine; also: potency is read from the fitted curve at half-maximal effect; % is scaled to controls: 0 for no effect and ±100 for the full control effect; nearly all actives have a fitted effect of over 55% in size
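Cells (2,000 per well) received 5-fluorouridine plus test compound or DMSO and were incubated 16 hr at 37 °C, 5% CO2. Luciferase activity was read by luminescence 30 min after ONE-Glo addition; signal suppression marked inhibition of damage-induced ELG1 function.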
Mito fusion yeast – mitochondrial division inhibition or fusion activation | actives 0.23% (n = 320,000) | AID 485298 | S. cerevisiae fusion-defective mutant growth rescue, CellTiterGlo 48 h | Potency, µM (highest dose often 46.1 µM), inactives show at the top dose growth rescue (activation), most hits filed as activators;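 also: potency is read from the fitted curve at half-maximal effect; % of control where 0% means no effect; nearly all actives have a fitted effect of over 45% in size; temperature-sensitive fusion mutants such as fzo1-1 at 37 °C on non-fermentable ethanol glycerol medium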
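Temperature-sensitive fusion-defective S. cerevisiae (e.g. fzo1-1, mgm1-5) were grown with compound in YPEG medium (3% ethanol, 3% glycerol) for 48 hours at 37C. Growth rescue was measured as viability by CellTiterGlo luminescence after 10 minutes at ambient.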
TCR act – activators of T cell receptors; AID 504894; Potency, µM (top dose mostly 9.22 µM), for the others: top-dose activation of IL-2 secretion, hits mostly activators; 330,000 tested, under 10 active; primary human leukocytes, anti-CD3, IL-2 HTRF, 48 h; also: % of control where 0% means no effect
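IL-2 release read by HTRF sandwich (Eu cryptate donor, d2 acceptor, 665 nm emission) after 48 hr exposure of primary human leukocytes to compound together with anti-CD3 beads in the absence of co-stimulatory signals.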
Chronic BCR inh – blocks chronic active B-cell receptor signaling | ABC-DLBCL IkBa-CBG/CBR reporter, luminescence ratio, 4 h | Potency, µM (titrated, usually from 46.1 µM), without a hit: at the highest dose ratio change, negative = lower green/red ratio, actives largely listed as inhibitors | actives 0.05% (n = 340,000) | AID 493014; active = well fitted inhibition curve with a large enough effect in the signal ratio, with a control signal flat, not every such curve was filed as active; inconclusive = small, poorly fitted or top-dose-only effect, or effect the other way, or a change in a side signal; the % refers to the signal ratio;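 also: potency is read from the fitted curve at half-maximal effect; plate controls were basal doxycycline-induced cells for no effect and cells given 10 µM MG132 for full effect; MG132 reads +100%, hits lower the ratio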
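TMD8 ABC-DLBCL cells carrying doxycycline-inducible green luciferase fused to IkappaBalpha plus unfused red luciferase were exposed to compounds (up to 46 uM) for 4 hrs at 37C. Activity came from the overlap-corrected green/red luminescence ratio.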
S-ASM inh – inhibitors of human secretory acid sphingomyelinase. P17405. placental ASM, HMU-PC fluorogenic substrate, 60 min. Potency, µM (doses to about 57.5 µM), for inactives: at the top dose activity change, negative = inhibition, actives largely listed as inhibitors. actives 0.006% (n = 340,000). AID 504937; also: potency is read from the fitted curve at half-maximal effect
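Human placenta-derived ASM enzyme was preincubated with compound for 10 minutes at room temperature, then given fluorogenic substrate HMU-PC0 (9 uM final) for 60 minutes at 37 °C; a pH 10 stop preceded fluorescence reading at Ex 386/Em 447 nm.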
TSG101-PTAP inh – blocks PTAP/TSG101 interaction to inhibit HIV-1 budding | Q99816 | Fluorescence polarization, FITC-PTAP peptide / Tsg101 binding | Potency, µM (titrated, usually from 115 µM), for the others: at the top dose activity change, negative = inhibition, most hits filed as inhibitors | 340,000 tested, under 10 active; active = well fitted inhibition curve with a large enough effect in the main read-out, with a control signal flat, not every such curve was filed as active; inconclusive = small, poorly fitted or top-dose-only effect, or effect the other way, or a change in a side signal; inactive = no such curve, though single readings can be large or run the other way; also: potency is read from the fitted curve at half-maximal effect; % of control where 0% means no effect
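Fluorescence anisotropy tracks displacement of a FITC-tagged PTAP peptide (50 nM) from the Tsg101 binding domain (10 uM), following a 20 min room-temperature incubation at pH 7.5.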
Tb PFK inh – blocks T. brucei phosphofructokinase | O15648 | T. brucei PFK, ADP-Glo luminescence | Potency, µM (titrated, usually from 57.5 µM), inactives show at the highest dose activity, negative = inhibition, usual class: inhibitors | actives 0.17% (n = 330,000) | AID 485367;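 also: potency is read from the fitted curve at half-maximal effect; 0% = uninhibited 1x PFK enzyme wells and -100% = no-enzyme wells; nearly all actives have a fitted effect of over 60% in size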
Target sequence (O15648 whole entry, looked up): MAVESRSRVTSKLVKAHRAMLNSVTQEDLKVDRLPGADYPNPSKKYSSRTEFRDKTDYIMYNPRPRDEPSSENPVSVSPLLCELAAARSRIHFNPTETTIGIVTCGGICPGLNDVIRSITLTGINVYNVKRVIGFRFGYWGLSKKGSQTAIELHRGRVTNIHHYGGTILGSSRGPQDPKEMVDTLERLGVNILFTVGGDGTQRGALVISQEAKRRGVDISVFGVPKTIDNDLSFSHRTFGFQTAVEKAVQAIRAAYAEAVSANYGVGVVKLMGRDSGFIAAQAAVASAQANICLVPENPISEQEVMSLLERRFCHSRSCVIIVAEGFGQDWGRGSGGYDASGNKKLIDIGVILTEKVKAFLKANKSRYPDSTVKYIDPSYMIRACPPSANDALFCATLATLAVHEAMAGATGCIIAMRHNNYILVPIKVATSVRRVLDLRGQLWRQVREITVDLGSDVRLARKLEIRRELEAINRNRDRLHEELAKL
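Compounds were pin-transferred as a titration series up to 57 uM into substrate buffer (0.5 mM F6P, 0.1 mM ATP, pH 8.0), then 1.25 nM PFK was added and reactions ran 45 min before ADP-Glo detection.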
A-T KAP1 phos – potential ataxia-telangiectasia treatment | […] A-T fibroblasts, KAP-1 phosphorylation AlphaLISA; neocarzinostatin DNA damage 30 min before lysis | Potency, µM (top dose mostly 57.5 µM), inactives show at the highest dose activation, most hits filed as activators | actives 0.19% (n = 320,000) | AID 485349; also: potency is read from the fitted curve at half-maximal effect; % of control where 0% means no effect; nearly all actives have a fitted effect of over 45% in size
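ATM-like activity read as KAP-1 phosphorylation via AlphaLISA donor/acceptor antibody pairs after lysis and 6 hr at 25C. Cells were ATM-null patient fibroblasts ([…], hTERT), dosed 60 min, then exposed to the DSB inducer NCS for 30 min.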
Eya2 inh – Eya2 (human) phosphatase inhibition. O00167. recombinant Eya2, OMFP fluorescence dephosphorylation (OMFP is methylfluorescein phosphate). Potency, µM (series often up to 76.9 µM), inactives show at the highest dose activity, negative = inhibition, hits mostly inhibitors. actives 0.006% (n = 330,000). AID 488837; also: potency is read from the fitted curve at half-maximal effect; % is scaled to controls: 0 for no effect and ±100 for the full control effect
Target sequence (O00167 whole entry, looked up): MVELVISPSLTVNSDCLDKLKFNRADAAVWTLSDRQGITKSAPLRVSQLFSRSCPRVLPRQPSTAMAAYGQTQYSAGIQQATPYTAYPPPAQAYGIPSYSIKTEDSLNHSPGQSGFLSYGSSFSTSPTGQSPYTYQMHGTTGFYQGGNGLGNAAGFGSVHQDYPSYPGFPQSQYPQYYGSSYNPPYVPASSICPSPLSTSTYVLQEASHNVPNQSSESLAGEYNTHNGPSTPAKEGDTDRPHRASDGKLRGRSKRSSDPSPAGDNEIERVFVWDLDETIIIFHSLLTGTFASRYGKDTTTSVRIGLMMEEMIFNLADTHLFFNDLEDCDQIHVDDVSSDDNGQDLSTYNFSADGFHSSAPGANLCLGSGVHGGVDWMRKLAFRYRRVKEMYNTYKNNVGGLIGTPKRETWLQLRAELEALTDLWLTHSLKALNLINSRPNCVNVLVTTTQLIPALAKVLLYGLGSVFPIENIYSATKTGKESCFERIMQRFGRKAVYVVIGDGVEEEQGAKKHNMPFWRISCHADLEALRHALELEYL
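Eya2 protein (added as 0.2 uM solution) was preincubated with compound for 10 min at ambient temperature in 50 mM HEPES pH 7.5, 50 mM NaCl, 5 uM MgCl2, 0.05% BSA, 1 mM DTT. OMFP (added at 50 uM) then reacted 10 min; fluorescence read at 485/525 nm.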
The depositor's hits bear a star; [ ] = another dose, or the depositor's remark. Unless noted, calls follow the shape of the dose curve; as a rule, active = well fitted curve in the direction sought with a large enough effect; inconclusive = small, poorly fitted or top-dose-only effect, or another doubt; inactive = no such curve, though single readings can be large; an effect the other way counts as inactive or inconclusive.

Screening O=C(c1cnn(C(=O)c2cccc(S(=O)(=O)N3CCOCC3)c2)c1)c1ccccc1O returned TSHR antag 5, a7 integrin act 18%, ELG1 repair inh -10%, Mito fusion yeast -3%, Chronic BCR inh -2%, S-ASM inh 0%, TSG101-PTAP inh -2%, Tb PFK inh -6%, A-T KAP1 phos 6% and Eya2 inh -1%.
COc1ccc(-c2c(C(C)=O)c(C)nc3sc4c(=N)n(N)cnc4c23)cc1 was read as TSHR antag 3, a7 integrin act 24%, ELG1 repair inh inconclusive, TCR act 0%[46.1 µM], Chronic BCR inh -4%, S-ASM inh -1%, TSG101-PTAP inh -1%, Tb PFK inh 0%, A-T KAP1 phos -4% and Eya2 inh -6%.
For CCCCNC(=O)C1CCN(S(=O)(=O)N2CCCCCC2)CC1 the results were TSHR antag 0, a7 integrin act 10%, ELG1 repair inh -2%, Mito fusion yeast -2%, TCR act 2%, Chronic BCR inh -10%, S-ASM inh 6%, TSG101-PTAP inh -1%, Tb PFK inh 2%, A-T KAP1 phos 1% and Eya2 inh -9%.
For O=C(Oc1coc(CSc2ncccn2)cc1=O)c1ccc(Br)o1 the results were TSHR antag 21, a7 integrin act -14%, ELG1 repair inh inconclusive, Mito fusion yeast 2%, TCR act -1%[46.1 µM], Chronic BCR inh inconclusive, S-ASM inh 3%, TSG101-PTAP inh -1%, Tb PFK inh 0%, A-T KAP1 phos 0% and Eya2 inh -6%.
`O=C(NCC1CC1)c1onc(CSc2ccncc2)c1C(=O)NCC1CC1` gave TSHR antag -18, a7 integrin act -23%, ELG1 repair inh 1%, Mito fusion yeast -17%, TCR act -79%, Chronic BCR inh 1%, S-ASM inh 6%, TSG101-PTAP inh 0%, Tb PFK inh 4%, A-T KAP1 phos -29% and Eya2 inh -10%.
Cn1cc([N+](=O)[O-])c(C(=O)Nc2sc3c(c2C#N)CCC3)n1 was read as TSHR antag -2, a7 integrin act -55%[inhibitor], ELG1 repair inh -6%, Mito fusion yeast 11µM*, TCR act 3%, Chronic BCR inh inconclusive, S-ASM inh -4%, TSG101-PTAP inh 1%, Tb PFK inh 2%, A-T KAP1 phos -2% and Eya2 inh 10%.
`COc1c(C)cc(S(=O)(=O)N2CCCC2)c(C)c1C` gave TSHR antag 0, a7 integrin act 20%, ELG1 repair inh 0%, Mito fusion yeast 10%, TCR act 0%, Chronic BCR inh inconclusive, S-ASM inh -1%, TSG101-PTAP inh -1%, Tb PFK inh 1%, A-T KAP1 phos 15% and Eya2 inh -1%.
Screening COC(=O)c1cc(NC(=O)CC2SCCNC2=O)cc(C(=O)OC)c1 (stereo not drawn) returned a7 integrin act 13%, Mito fusion yeast 0%, TCR act -3%, S-ASM inh 3% and TSG101-PTAP inh -7%.
Screening COc1cccc(-c2cc(C(=O)N3CCN(c4ccc(F)cc4)CC3)no2)c1 returned TSHR antag -10, a7 integrin act -15%, ELG1 repair inh -2%, Mito fusion yeast -7%, TCR act -1%, Chronic BCR inh -13%, S-ASM inh -6%, TSG101-PTAP inh -2%, Tb PFK inh 1%, A-T KAP1 phos 2% and Eya2 inh 1%.
For Cc1ccc(NC(=O)C2C3CCC(O3)C2C(=O)O)c(Br)c1 (stereo not drawn) the results were TSHR antag 15, a7 integrin act -25%, ELG1 repair inh inconclusive, Mito fusion yeast 4%, TCR act -3%, Chronic BCR inh 0%, S-ASM inh -4%, TSG101-PTAP inh -4%, Tb PFK inh -8%, A-T KAP1 phos 17% and Eya2 inh -15%.
Screening O=C(c1ccco1)N1CCN(C(=S)Nc2ccc(F)c(Cl)c2)CC1 returned TSHR antag -12, a7 integrin act 0%, ELG1 repair inh 2%, Mito fusion yeast 0%, TCR act -2%, Chronic BCR inh 0%, S-ASM inh 3%, TSG101-PTAP inh -4%, Tb PFK inh -9%, A-T KAP1 phos 7% and Eya2 inh 10%.
Screening CCOc1ccc(NC(=O)CSc2nnc(Cc3ccccc3)c(=O)n2N)cc1 returned TSHR antag -5, a7 integrin act -4%, ELG1 repair inh 10%, Mito fusion yeast 3%, TCR act -7%, Chronic BCR inh -1%, TSG101-PTAP inh -1%, Tb PFK inh -2%, A-T KAP1 phos 0% and Eya2 inh -23%.
For Cc1cccnc1CN1CCN(C(=O)c2cc(COc3ccc4ncccc4c3)on2)CC1 the results were TSHR antag -16, a7 integrin act -27%, ELG1 repair inh inconclusive, Mito fusion yeast -2%, TCR act -5%, Chronic BCR inh -13%, S-ASM inh -3%, TSG101-PTAP inh 0%, Tb PFK inh -1%, A-T KAP1 phos -7% and Eya2 inh 1%.
CCc1ccc(S(=O)(=O)Nc2nccs2)cc1 was read as TSHR antag -2, a7 integrin act 20%, ELG1 repair inh 7%, Mito fusion yeast 1%, Chronic BCR inh 8%, S-ASM inh 21%, TSG101-PTAP inh 0%, Tb PFK inh -1%, A-T KAP1 phos 6% and Eya2 inh 2%.
Screening O=C(NCCCn1ccnc1)/C(=C/c1ccccc1)NC(=O)c1ccccc1 returned TSHR antag 24, a7 integrin act -18%, ELG1 repair inh 12%, Mito fusion yeast inconclusive, TCR act 0%, Chronic BCR inh 1%, S-ASM inh -1%, TSG101-PTAP inh -2%, Tb PFK inh -3%, A-T KAP1 phos 13% and Eya2 inh 5%.
Screening COc1ccc(Cl)cc1S(=O)(=O)n1ccnc1 returned TSHR antag -5, a7 integrin act 14%, ELG1 repair inh -2%, Mito fusion yeast 1%, TCR act -4%, Chronic BCR inh -2%, S-ASM inh 4%, TSG101-PTAP inh -1%, Tb PFK inh 0%, A-T KAP1 phos 6% and Eya2 inh inconclusive.
For CCn1nnc(NC(=O)COc2ccc([N+](=O)[O-])cc2)n1 the results were TSHR antag 6, a7 integrin act 27%, ELG1 repair inh 16%, Mito fusion yeast 4%, TCR act 4%, Chronic BCR inh -3%, S-ASM inh -1%, TSG101-PTAP inh -1%, Tb PFK inh -8%, A-T KAP1 phos -6% and Eya2 inh -7%.
CCN(CC)S(=O)(=O)c1cccc(NC(=O)c2ccc(-n3nc(C)cc3C)cc2)c1 was read as TSHR antag -31, a7 integrin act -38%, ELG1 repair inh 15µM*, Mito fusion yeast 0%, TCR act 7%[46.1 µM], Chronic BCR inh 8%, S-ASM inh -5%, TSG101-PTAP inh 0%, Tb PFK inh 0%, A-T KAP1 phos -7% and Eya2 inh 1%.
`Fc1ccc(-c2csc3ncnc(N4CCN(c5ccccc5)CC4)c23)cc1` gave TSHR antag 0, a7 integrin act 13%, ELG1 repair inh inconclusive, Mito fusion yeast -7%, TCR act -7%, Chronic BCR inh 0%, S-ASM inh -5%, TSG101-PTAP inh -4%, Tb PFK inh -2%, A-T KAP1 phos 0% and Eya2 inh -1%.
Screening O=C(c1cnccn1)N(Cc1ccco1)C1(C(=O)NC2CCCC2)CCCCC1 returned TSHR antag 21, a7 integrin act 1%, ELG1 repair inh 9%, Mito fusion yeast 5%, TCR act 3%, Chronic BCR inh -8%, S-ASM inh 5%, TSG101-PTAP inh -6%, Tb PFK inh 1% and Eya2 inh -2%.
Screening CCCCC(CC)CNC(=O)C(=O)C1C(=O)Nc2ccccc21 (stereo not drawn) returned TSHR antag 21, a7 integrin act -14%, ELG1 repair inh inconclusive, Mito fusion yeast 0%, TCR act 6%, Chronic BCR inh inconclusive, S-ASM inh -1%, TSG101-PTAP inh -3%, Tb PFK inh 1%, A-T KAP1 phos -1% and Eya2 inh 13%.
Screening COc1ccc(N2CCN(C(=O)Cc3ccc(-n4c(=O)[nH]c5ccccc5c4=O)cc3)CC2)cc1 returned TSHR antag -4, a7 integrin act -17%, ELG1 repair inh inconclusive, Mito fusion yeast -2%, TCR act -3%[46.1 µM], Chronic BCR inh -15%, S-ASM inh -1%, TSG101-PTAP inh 0%, Tb PFK inh 0% and Eya2 inh -14%.
